Screens deposited in PubChem BioAssay by National Center for Advancing Translational Sciences (NCATS).
KCNH2 3.1 inh: qHTS for Inhibitors of KCHN2 3.1: Mutant qHTS; Potassium voltage-gated channel subfamily H member 2, brain isoform KCNH2 3.1 (human); activity change, % (tested at about 1.8 µM); 0.95% of 340,000 active; AID 720553, 2013; U2OS KCNH2 3.1, thallium flux FluxOr; stronger effect = lower value;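 active means maximum activity change below -70%; inconclusive means maximum activity change from -70% to -50%; inactive means maximum activity change above -50%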;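 further: thallium influx rate constant from kinetic fluorescence after stimulation buffer; on the % scale 0 is the no-effect control and ±100 the full control effect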
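FluxOr-based Tl+ influx in U2OS cells transduced with KCNH2 3.1 virus; rate constants normalized to DMSO controls.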
RORg inh: qHTS for inhibitors of ROR gamma transcriptional activity. AID 2551, 2010. 5.4% of 310,000 active. Potency, µM (doses to about 53.6 µM), for the others: at the top dose activity change, negative = inhibition, most hits filed as inhibitors. Drosophila S2 Gal4-RORgamma UAS-luciferase reporter, 20 h; further: potency means the concentration at half of the fitted maximal effect; on the % scale 0 is the no-effect control and ±100 the full control effect; nearly all actives have a fitted effect of over 60% in size
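Luciferase reporter read in Schneider cells carrying Gal4-RORγ (mouse) and UAS-Photinus luciferase; cells given compound 1 h before 700 uM copper sulfate induction, then incubated 20 h at ambient temperature.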
VP16 counter: VP16 counterscreen qHTS for inhibitors of ROR gamma transcriptional activity; Potency, µM (series often up to 53.6 µM), for the others: top-dose activity, negative = inhibition, actives largely listed as inhibitors; 3.5% of 310,000 active; Drosophila S2 Gal4-VP16 UAS-luciferase, luminescence, 20 h;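 further: Gal4-VP16 expression switched on by copper sulfate through the metallothionein promoter; potency means the concentration at half of the fitted maximal effect; on the % scale 0 is the no-effect control and ±100 the full control effect; nearly all actives have a fitted effect of over 50% in size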
ELG1 repair inh: qHTS screen for small molecules that inhibit ELG1-dependent DNA repair in human embryonic kidney (HEK293T) cells expressing luciferase-tagged ELG1; AID 504467, 2011; HEK293T ELG1-luciferase reporter, luminescence, 16 h; DNA damage induced by 5-fluorouridine; 2.3% of 330,000 active; Potency, µM (top dose mostly 46.1 µM), without a hit: at the top dose activity change, negative = inhibition, actives largely listed as inhibitors; further: potency means the concentration at half of the fitted maximal effect; on the % scale 0 is the no-effect control and ±100 the full control effect; nearly all actives have a fitted effect of over 55% in size
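Step one: seed 2,000 cells per well. Step two: pin-transfer compound or DMSO alongside 5-fluorouridine. Step three: incubate 16 hr, 37 °C, 5% CO2. Step four: add ONE-Glo, wait 30 min, read luminescence.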
NPC1 prom act: qHTS Assay for NPC1 Promoter Activators | Huh7 NPC1 promoter luciferase reporter, 24 h | Potency, µM (top dose mostly 9.22 µM), for the others: at the highest dose activation, most hits filed as activators | 2.4% of 320,000 active;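 further: potency means the concentration at half of the fitted maximal effect; % of control where 0% means no effect; nearly all actives have a fitted effect of over 60% in size; reporter is driven by a mutant NPC1 promoter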
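Cells: Huh7 expressing luciferase under the NPC1 promoter, 1500/well. Seeded 2 h, compound added, incubated 24 h at 37 °C. Luciferase reagent, 10 min ambient, then luminescence.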
Menin MLL FP TR: qHTS Assay for Inhibitors Targeting the Menin-MLL Interaction in MLL Related Leukemias: Competition With Texas Red Labeled MLL-derived Mutant Peptide. Menin + Texas Red MLL mutant peptide, fluorescence polarization. O00255. Potency, µM (series often up to 61.6 µM), inactives show at the highest dose FP activity change, negative = inhibition, usual class: inhibitors. AID 1768, 2009. 0.23% of 270,000 active; active means well fitted inhibition curve with a large enough effect in the polarisation, with a control signal flat, not every such curve was filed as active; inconclusive means small, poorly fitted or top-dose-only effect, or effect the other way, or a change in a side signal; inactive means no such curve, though single readings can be large or run the other way; the % refers to the polarisation; further: potency means the concentration at half of the fitted maximal effect; % of control where 0% means no effect; many of its hits are not listed in these tables
FLuc modulator: qHTS profiling assay for firefly luciferase inhibitor/activator using purifed enzyme and Km concentrations of substrates (counterscreen for miR-21 project). purified FLuc, Km substrates, luminescence inhibition. Potency, µM (doses to about 57.5 µM), without a hit: at the highest dose activity change, negative = inhibition, actives largely listed as inhibitors. 6.9% of 360,000 active. AID 588342, 2011;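 further: potency means the concentration at half of the fitted maximal effect; plate controls were vehicle for no effect and reference inhibitor for full effect; nearly all actives have a fitted effect of over 55% in size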
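Purified P. pyralis luciferase, 10 nM final, with Km-level 10 uM D-luciferin and 10 uM ATP in 50 mM Tris acetate pH 7.5, 10 mM Mg acetate, 0.01% Tween-20, 0.05% BSA; 6-point qHTS titration about 60 µM downward; luminescence read.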
Rab9 promoter act: qHTS Assay for Rab9 Promoter Activators; AID 485297, 2010; 2.8% of 320,000 active; Potency, µM (titrated, usually from 9.22 µM), without a hit: at the top dose activation, negative = inhibition, usual class: activators; Huh7 Rab9 promoter-luciferase reporter, luminescence, 24 h; further: potency means the concentration at half of the fitted maximal effect; % of control where 0% means no effect; nearly all actives have a fitted effect of over 60% in size
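Huh7 cells stably carrying a Rab9 promoter-luciferase reporter, 1500 cells per well in OP-MEM I with 10% FBS, treated with compound 24 hours at 37C. Luciferase activity read by luminescence after 10 minutes with Amplite reagent.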
PKM2 act: qHTS Assay for Activators of Human Muscle isoform 2 Pyruvate Kinase; Pyruvate kinase PKM (Homo sapiens), P14618; purified PKM2, Kinase-Glo ATP luminescence, activation; response scale: 0% is enzyme alone, no compound; Potency, µM (highest dose often 57.5 µM), for the others: at the top dose activation, most hits filed as activators; 0.34% of 260,000 active; AID 1631, 2009; further: potency means the concentration at half of the fitted maximal effect; on the % scale 0 is the no-effect control and ±100 the full control effect; nearly all actives have a fitted effect of over 55% in size
Target sequence (P14618 whole entry, looked up, canonical isoform): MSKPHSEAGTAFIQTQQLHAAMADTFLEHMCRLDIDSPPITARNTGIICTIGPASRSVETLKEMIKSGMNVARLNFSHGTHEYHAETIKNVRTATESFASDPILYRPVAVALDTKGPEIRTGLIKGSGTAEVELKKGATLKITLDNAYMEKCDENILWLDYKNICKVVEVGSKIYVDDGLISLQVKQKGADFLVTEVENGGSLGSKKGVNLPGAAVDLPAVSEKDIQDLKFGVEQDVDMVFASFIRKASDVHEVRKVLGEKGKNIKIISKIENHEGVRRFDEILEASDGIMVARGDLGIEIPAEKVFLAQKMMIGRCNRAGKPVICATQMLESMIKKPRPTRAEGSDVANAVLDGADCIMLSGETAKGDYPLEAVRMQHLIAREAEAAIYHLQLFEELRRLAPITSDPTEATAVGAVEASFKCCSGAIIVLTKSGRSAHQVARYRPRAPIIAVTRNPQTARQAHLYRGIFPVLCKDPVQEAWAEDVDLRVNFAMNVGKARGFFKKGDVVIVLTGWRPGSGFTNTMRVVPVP
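Purified hPK-M2 (>95%) run at intermediate activity with 0.1 mM ADP and 0.5 mM PEP in 50 mM imidazole pH 7.2, KCl, MgCl2; 1 h room temperature. ATP formed read by Kinase-Glo luminescence; normalized to uninhibited and no-enzyme controls.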
MBNL1-CUG inh: qHTS Assay for Inhibitors of MBNL1-poly(CUG) RNA binding; Muscleblind-like protein 1 (Homo sapiens), Q9NR56; TR-FRET MBNL1-His/biotin-(CUG)12 binding, 665/545 ratio; Potency, µM (titrated, usually from 57.5 µM), for inactives: at the highest dose activity change, negative = inhibition, actives largely listed as inhibitors; 0.036% of 280,000 active; AID 2675, 2010; active means well fitted inhibition curve with a large enough effect in the signal ratio, with a control signal flat, not every such curve was filed as active; inconclusive means small, poorly fitted or top-dose-only effect, or effect the other way, or a change in a side signal; inactive means no such curve, though single readings can be large or run the other way; the % refers to the signal ratio; further: potency means the concentration at half of the fitted maximal effect; on the % scale 0 is the no-effect control and ±100 the full control effect
Target sequence (Q9NR56 whole entry, looked up): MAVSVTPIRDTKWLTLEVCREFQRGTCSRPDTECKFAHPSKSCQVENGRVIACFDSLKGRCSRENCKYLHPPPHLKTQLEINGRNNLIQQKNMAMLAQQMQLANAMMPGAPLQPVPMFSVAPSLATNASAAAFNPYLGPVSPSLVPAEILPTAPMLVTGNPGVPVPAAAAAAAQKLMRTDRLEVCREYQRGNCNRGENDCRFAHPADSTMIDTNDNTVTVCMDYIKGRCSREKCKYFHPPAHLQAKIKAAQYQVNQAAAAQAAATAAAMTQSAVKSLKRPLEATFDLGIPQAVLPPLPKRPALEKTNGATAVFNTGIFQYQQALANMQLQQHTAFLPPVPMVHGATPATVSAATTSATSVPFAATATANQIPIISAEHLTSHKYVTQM
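Ratiometric TR-FRET (665 over 545 nm, excitation 340 nm) tracks disruption of MBNL1-His/biotin-(CUG)12 complex after 60 min at room temperature, with compounds at 92 nM to 58 uM final.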
Mito fusion yeast: qHTS Assay for Small Molecule Inhibitors of Mitochondrial Division or Activators of Mitochondrial Fusion. S. cerevisiae fusion-defective mutant growth rescue, CellTiterGlo 48 h. Potency, µM (titrated, usually from 46.1 µM), without a hit: at the highest dose growth rescue (activation), hits mostly activators. 0.23% of 320,000 active. AID 485298, 2010;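 further: potency means the concentration at half of the fitted maximal effect; % of control where 0% means no effect; nearly all actives have a fitted effect of over 45% in size; temperature-sensitive fusion mutants such as fzo1-1 at 37 °C on non-fermentable ethanol glycerol medium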
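Growth-rescue viability read-out: after 48 h at the non-permissive 37C in glycerol/ethanol YPEG, yeast mitochondrial fusion mutants are measured by CellTiterGlo luminescence; compounds (23 nl pinned per well) restoring growth score as division inhibitors or fusion activators.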
* hit, by the source's call; ? = inconclusive; . = no result given; [ ] = dose if it differs, or a comment. Unless noted, the call rests on the fitted dose curve; in most records, active means well fitted curve in the direction sought with a large enough effect; inconclusive means small, poorly fitted or top-dose-only effect, or another doubt; inactive means no such curve, though single readings can be large; an effect the other way counts as inactive or inconclusive. These rows are one share of the data; count on the stated rates, not on these rows.

SMILES	KCNH2 3.1 inh	RORg inh	VP16 counter	ELG1 repair inh	NPC1 prom act	Menin MLL FP TR	FLuc modulator	Rab9 promoter act	PKM2 act	MBNL1-CUG inh	Mito fusion yeast
COc1ccc(C2CC(=O)Nc3cc(OC)c(OC)cc32)cc1Br (centres undefined)	15	9%	-5%	-17%	4%	-5%	6%	0%	-4%[11.5 µM]	4%	4%
CCOC(=O)N1CCC(NC(=O)c2cnn3ccccc23)CC1	-3	20%	3%	-1%	0%	-4%	-1%	2%	-4%	?	-1%
O=C1c2cccnc2Nc2ccccc2N1CCCF	-4	9%	?	-3%	-6%	-8%	-2%	-16%	0%	-4%	2%
COc1cccc2cc(C(=O)Nc3ccccc3C)/c(=N/NS(=O)(=O)c3ccccc3)oc12	-11	1%	2%	11%	2%	21%	2%	0%	.	3%	1%
CCn1cc(C(=O)O)c(=O)c2cnc(N3CCN(C(=S)NC(=O)c4ccccc4Cl)CC3)nc21	0	-27%	-10%	-2%	-1%	.	0%	-1%	0%	.	-9%
CCOC(=O)C1CCCN(C(=O)c2cn(C)c(=O)c3cc(OC)c(OC)cc23)C1 (centres undefined)	8	-21%	-1%	-3%	-3%	6%	0%	-3%	1%	?	-1%
Cc1cc(C)cc(NS(=O)(=O)c2csc(C(N)=O)c2)c1	10	17%	-5%	?	-6%	-10%	-2%	-3%	.	-5%	-4%
O=C(CN1C(=O)COc2ccc(Cl)cc21)N1CCOCC1	-8	-30%	-4%	-1%	-6%	1%	2%	5%	-1%	-2%	2%
Cc1c(Cc2ccccc2)c(=O)oc2c(C)c(OCC(=O)NCc3ccccn3)ccc12	-4	3%	-12%	?	-2%	8%	2%	-2%	1%[0.46 µM]	28%	-5%
CC(C)CCn1cnc2c(sc3nc4c(cc32)CSC(C)(C)C4)c1=O	4	40%	19%	?	1µM*	?	0.6µM*	0.63µM*	4%	?	3%
Cc1cccc(Cc2c(C)nc3nc(SCC(=O)NCc4ccco4)nn3c2C)c1	1	0%	13%	-6%	-1%	0%	0%	4%	10%	-12%	1%
CC1(C)CC2(C)Nc3ccccc3N2C(=S)N1 (centres undefined)	-11	?	?	-11%	0%	-2%	0%	-1%	2%	-3%	-8%

Four of these compounds in a different format:
Second line of a record: KCNH2 3.1 inh, RORg inh, VP16 counter, ELG1 repair inh, NPC1 prom act, Menin MLL FP TR, FLuc modulator, Rab9 promoter act, PKM2 act, MBNL1-CUG inh, Mito fusion yeast
CCn1cc(C(=O)O)c(=O)c2cnc(N3CCN(C(=S)NC(=O)c4ccccc4Cl)CC3)nc21
    0, -27%, -10%, -2%, -1%, ., 0%, -1%, 0%, ., -9%
O=C1c2cccnc2Nc2ccccc2N1CCCF
    -4, 9%, ?, -3%, -6%, -8%, -2%, -16%, 0%, -4%, 2%
CCOC(=O)N1CCC(NC(=O)c2cnn3ccccc23)CC1
    -3, 20%, 3%, -1%, 0%, -4%, -1%, 2%, -4%, ?, -1%
CC(C)CCn1cnc2c(sc3nc4c(cc32)CSC(C)(C)C4)c1=O
    4, 40%, 19%, ?, 1µM*, ?, 0.6µM*, 0.63µM*, 4%, ?, 3%

Next compounds:
SMILES	KCNH2 3.1 inh	RORg inh	VP16 counter	ELG1 repair inh	NPC1 prom act	Menin MLL FP TR	FLuc modulator	Rab9 promoter act	PKM2 act	MBNL1-CUG inh	Mito fusion yeast
O=C(OCC(=O)c1cccs1)c1ccc(NC(=O)c2ccco2)cc1	-1	-1%	-1%	12%	0%	?	?	-2%	-3%	6%	2%
O=C(NCc1ccc2c(c1)OCO2)C1CC(=O)N(CCc2ccccc2)C1 (centres undefined)	-10	36%	8%	0%	0%	6%[11.7 µM]	7%	4%	10%	5%	0%
C=CCn1c(CNc2ccccc2)nnc1SCC(=O)N/N=C/c1ccc(O)cc1O	9	-33%	0%	-1%	1%	19%	-14%	2%	-1%	2%	2%
O=C(CCN1C(=O)c2ccccc2C1=O)Nc1cccnc1	0	-12%	-1%	-13%	-3%	0%	-2%	-2%	-13%	1%	1%
CCN(CC)c1ccc(N2C(=NC(=O)C3CCCO3)SC3CS(=O)(=O)CC32)cc1 (centres undefined)	-13	1%	-3%	4%	-15%	.	1%	-3%	.	-4%	2%
CN(C)c1ccc(N2C(=NC(=O)CCc3ccccc3)SC3CS(=O)(=O)CC32)cc1 (centres undefined)	1	20%	-11%	-19%	-1%	.	-1%	4%	.	19%	3%
COc1ccc(OC)c(NC(=O)CS(=O)(=O)c2ccccc2)c1	.	-1%	-2%	3%	0%	7%	1%	0%	7%	-3%	-4%
Cc1ccc(C)c(S(=O)(=O)N2CCN(C(=O)C(C)Sc3ccccc3)CC2)c1 (centres undefined)	9	-1%	-1%	-16%	-4%	.	0%	-3%	0%	-1%	-1%
CN(C(=O)Nc1ccccc1)n1cnc2ccccc2c1=O	3	-9%	3%	6%	-5%	.	0%	-5%	-3%	-1%	0%
Cc1ccc(/C=C2\SC(=S)N(c3c(C)n(C)n(-c4ccccc4)c3=O)C2=O)cc1	13	45%	12%	-18%	-3%	?	-11%	-2%	15%	20%	-8%
O=C(NCCN1CCOCC1)C1CCCN(S(=O)(=O)c2ccc(F)cc2)C1 (centres undefined)	3	-20%	-8%	2%	0%	.	3%	5%	-7%	-2%	4%
Cc1sc2nc(SCc3nc(-c4ccccc4)no3)n(-c3ccccc3)c(=O)c2c1C	26	35%	7%	6%	-2%	-2%	0%	-3%	-2%	-3%	0%
CS(=O)(=O)n1nc(-c2ccc(Cl)cc2)nc1SCc1ccccc1	6	28%	0%	?	?	?	.	?	-18%	-6%	20%
COC(=O)\C(C(C)=O)=C(/C=C/C=C/C=C/N(C)C)N(C)C	11	-18%	-2%	0%	-4%	?	?	-1%	2%	13%	-2%
Cc1noc(C)c1COC(=O)c1csc2c1CCCC2	3	.	.	15%	-5%	.	-5%	-1%	.	.	-4%
CCN/N=C(\Cc1nc2ccccc2[nH]1)c1ccccc1	-3	?	-15%	?	11%	-1%	?	25%	-5%	4%	6%
C=C(C)C1CC=C(C)/C(=N/NC(=O)c2cccs2)C1 (centres undefined)	4	-5%	-2%	?	?	6%	4.8µM*	?	12%	-6%	4%
O=C(CCCOc1ccc(Cl)cc1Cl)Nc1ccc(O)cc1C(=O)O	6	-15%	-11%	-8%	-4%	.	?	-3%	0%	.	-3%
CCOC(=O)c1c(C)[nH]c(C(=O)OCc2ccccc2)c1C	-13	?	-9%	?	1.3µM*	.	2.1µM*	0.63µM*	2%	-1%	7%
S=C(NCCc1ccccn1)Nc1cccc(Cl)c1	6	5µM*	7.9µM*	9%	0%	6%	-2%	-5%	1%	-13%	-1%
CC(=O)c1c(OCC(=O)O)ccc2c(C)cc(=O)oc12	-117*	1%	12%	.	.	-17%	-1%	.	-1%	-2%	1%
COc1ccc2c(OC)c3ccoc3nc2c1OC	-3	5%	2%	18%	-2%	-20%[24.8 µM]	?	5%	7%	?	7%
COc1ccc(O)c(CN2CCC(n3nccc3NC(=O)c3ccccc3Cl)CC2)c1	-21	14%	27%	3%	1%	.	3%	0%	.	-1%	-3%
Cc1cnc(C(=O)Nc2ccc(C)c(S(=O)(=O)N3CCCCC3)c2)cn1	4	.	.	5%	-2%	.	-2%	-5%	.	.	0%
